Insulin prom up – MIN6 insulin promoter up-regulation | MIN6 insulin promoter-GFP reporter, high-content imaging; active compounds read high | z-score at 5 µM | hit rate 0.3% among 190,000 | AID 1625;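 active = z-score above 3 at 5 µM with at least 500 cells counted in the well; inconclusive = wells under 500 cells, flagged as cytotoxic or low count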
ER stress rescue – protection against thapsigargin-triggered cell killing – 384-well, CSM14.1, ATP luminescence, primary screen (AID 1222); CSM14.1 thapsigargin-induced death rescue, ATP luminescence; higher % means a stronger effect; one-dose cellular ATP content (survival), % at 20 µM; EC50 in µM for titrated hits; 190,000 tested, under 10 active;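 active = EC50 below 50 µM in the dose-response confirmation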;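 also: death triggered by thapsigargin at about 15 µM added after 2 h compound pretreatment; cell ATP read after overnight thapsigargin exposure of roughly 18 to 22 hours; normalized against plate controls of thapsigargin alone and 5% DMSO vehicle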
PhoP inhibition – inhibitors of PhoP regulon expression, primary screen, Salmonella Typhimurium, GFP reporter (AID 1863) | hit rate 0.16% among 300,000 | S. Typhimurium PhoP-regulated promoter GFP reporter, 4 h; higher % means a stronger effect | one-dose inhibition, % at 50 µM; IC50 in µM for titrated hits;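 active = inhibition over 29.93%, a cutoff 3 SD above the screen mean, later confirmed by dose response; inconclusive = inhibition over 29.93% but no dose response follow-up; inactive = inhibition at most 29.93% or unconfirmed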;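 also: 0% = low Mg2+ inducing control and 100% = high Mg2+ repressing control; strong numbers were not always called active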
SV40 large T antigen – TAg ATPase/helicase activity blockers – biochemical (AID 1903) | SV40 large T antigen ATPase/helicase inhibition assay; higher % means a stronger effect | one-dose inhibition, % at 20 µM; IC50 in µM for titrated hits | hit rate 0.39% among 310,000; in the data active = a potency from the dose series; inconclusive = inhibition mostly from about 32% at the one dose, without a potency; inactive = the rest, 99 in 100 with inhibition below about 32%; also: strong numbers were not always called active
human PMI inhibition – inhibitors of human PMI, primary screen, biochemical, fluorescence intensity, coupled assay (AID 1209); purified PMI enzyme, coupled fluorescence intensity; higher % means a stronger effect; hit rate 0.42% among 190,000; inhibition, % at 20 µM; hits with a dose series show IC50 in µM;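 also: plate controls were DMSO vehicle for no effect and wells lacking substrate for full effect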
West Nile virus CPE – inhibition of WNV-induced cytopathic effect – cell-based, CPE readout (AID 1621); West Nile virus-infected cells, CPE inhibition; higher % means a stronger effect; hit rate 0.02% among 290,000; one-dose CPE inhibition, % at 10 µM; IC50 in µM for titrated hits; in the data active = a potency from the dose series; inconclusive = CPE inhibition mostly from about 3.7% at the one dose, without a potency; inactive = the rest, 99 in 100 with CPE inhibition below about 2.2%; also: strong numbers were not always called active
human PMI inhibitors – human PMI inhibitors, high substrate, primary screen, biochemical, fluorescence intensity, high mannose 6-phosphate (AID 1220); recombinant PMI enzyme, coupled fluorescence intensity; higher % means a stronger effect; inhibition, % at 20 µM; hits with a dose series show IC50 in µM; hit rate 0.66% among 190,000
TNAP activators – human TNAP enzyme activators, primary screen, biochemical, luminescent, no phosphate acceptor, uHTS (AID 1001); activation fold at 20 µM; hits with a dose series show EC50 in µM; purified TNAP, luminescent activation assay, no phosphate acceptor; higher activation fold means a stronger effect; hit rate 0.03% among 200,000; in the data active = activation fold from about 3, or a potency from the dose series; inactive = the rest, 99 in 100 with activation fold below about 1.6; also: many of its hits are not listed in these tables
RSV CPE inhibition – RSV antiviral activity via CPE protection, HEp-2 cells, primary 10 µM value included (AID 2391); CPE inhibition, % at 10 µM; hits with a dose series show IC50 in µM; HEp-2 cells, RSV-induced CPE inhibition; higher % means a stronger effect; hit rate 0.13% among 310,000; in the data active = a potency from the dose series; inconclusive = CPE inhibition mostly from about 23% at the one dose, without a potency; inactive = the rest, 99 in 100 with CPE inhibition below about 21%; also: strong numbers were not always called active
Insulin prom up cell count – also measured in Insulin prom up; calls as there; cell count; measured here: cytotoxicity, nuclei count;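 total cells summed across four imaged fields per well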
The depositor's hits bear a star. Rule as the data show it, unless noted: active = inhibition above about 50%; inactive = the rest. Outcome played no part in choosing rows (roughly 1.5% active in at least one column).

How did Cc1ccc2c(Cl)c(C(=O)Nc3nn[nH]n3)sc2c1 do in these assays?
Insulin prom up: -0.12; ER stress rescue: -1.7%; PhoP inhibition: -14%; SV40 large T antigen: 25%; human PMI inhibition: -11%; West Nile virus CPE: -0.3%; human PMI inhibitors: -4%; TNAP activators: 1.1; RSV CPE inhibition: 11%; Insulin prom up cell count: 1313

What do the screens show for `O=C(Cn1cnc2ccccc2c1=O)N1CCN(c2ccc(F)cc2)CC1`?
Insulin prom up: 1.4; ER stress rescue: -1.4%; PhoP inhibition: -9%; SV40 large T antigen: -4%; human PMI inhibition: -2%; West Nile virus CPE: -0.3%; human PMI inhibitors: 0%; TNAP activators: 1; RSV CPE inhibition: -0.4%; Insulin prom up cell count: 1118

What do the screens show for `COc1ccccc1C1CCCN1Cc1nc(-c2ccc(C)s2)oc1C` (stereo not given)?
Insulin prom up: -0.63; ER stress rescue: -1.6%; PhoP inhibition: -8%; SV40 large T antigen: 9%; human PMI inhibition: 7%; West Nile virus CPE: -0.5%; human PMI inhibitors: 0%; TNAP activators: 1.1; RSV CPE inhibition: 33µM*; Insulin prom up cell count: 1531

What do the screens show for `O=C(Nc1ccccc1C(=O)NC1CCCCC1)c1ccccc1`?
PhoP inhibition: -4%; SV40 large T antigen: 10%; West Nile virus CPE: -0.5%; RSV CPE inhibition: 0.7%

What do the screens show for `Cc1cccc(NC(=O)c2cnc3scc(C)n3c2=O)c1`?
Insulin prom up: -0.61; ER stress rescue: -1.3%; PhoP inhibition: 6%; SV40 large T antigen: 2%; human PMI inhibition: -5%; West Nile virus CPE: -0.6%; human PMI inhibitors: -4%; TNAP activators: 1; RSV CPE inhibition: 0.2%; Insulin prom up cell count: 1129

What do the screens show for `COc1cc(/C=C(\C#N)C(=O)N2CCc3ccccc32)ccc1O`?
Insulin prom up: -0.26; PhoP inhibition: -8%; SV40 large T antigen: 57%; West Nile virus CPE: 0.4%; RSV CPE inhibition: 2.2%; Insulin prom up cell count: 1080

How did CC(CCC(=O)O)C1CC[C@@]2(C)C3C(=O)CC4C(C)(C)C(O)CC[C@]4(C)C3C(=O)C[C@]12C (stereo not given in full) do in these assays?
Insulin prom up: -0.19; PhoP inhibition: 3%; SV40 large T antigen: 7%; West Nile virus CPE: 0.2%; RSV CPE inhibition: 0.5%; Insulin prom up cell count: 1311

Results for CCOC(=O)c1c(-c2ccc(C)o2)csc1NC(=O)COC(=O)c1ccc(NC(N)=O)cc1 ?
Insulin prom up: -1.2; ER stress rescue: -2.9%; PhoP inhibition: -12%; SV40 large T antigen: 4%; human PMI inhibition: 9%; West Nile virus CPE: 0.4%; human PMI inhibitors: 2%; TNAP activators: 1.1; RSV CPE inhibition: 7.2%; Insulin prom up cell count: 889

How did CNc1c(NS(=O)(=O)c2ccc(F)c(Cl)c2)c(=O)oc2ccccc12 do in these assays?
PhoP inhibition: 5%; SV40 large T antigen: 4%; West Nile virus CPE: -0.1%; RSV CPE inhibition: 1.6%

Results for c1ccc(CNc2ncnc3nc[nH]c23)nc1 ?
Insulin prom up: -0.31; ER stress rescue: -3.8%; PhoP inhibition: 6%; SV40 large T antigen: 1%; human PMI inhibition: 9%; West Nile virus CPE: 0.7%; human PMI inhibitors: 9%; TNAP activators: 0.8; RSV CPE inhibition: 0.9%; Insulin prom up cell count: 1871

What do the screens show for `c1ccc2c3c([nH]c2c1)C1(CCCCC1)NCC3`?
Insulin prom up: 0.82; ER stress rescue: -3.3%; PhoP inhibition: 1%; SV40 large T antigen: 3%; human PMI inhibition: -2%; West Nile virus CPE: -0.5%; human PMI inhibitors: 4%; TNAP activators: 1.2; RSV CPE inhibition: -0.2%; Insulin prom up cell count: 1358

Results for O=C(O)CCCCCNC(=O)/C=C/c1ccco1 ?
Insulin prom up: -0.43; ER stress rescue: 1.6%; PhoP inhibition: -3%; SV40 large T antigen: 6%; West Nile virus CPE: -0.3%; TNAP activators: 1.1; RSV CPE inhibition: 0.6%; Insulin prom up cell count: 1528

What do the screens show for `CCN(CC)C(=O)C(=O)N/N=C/c1ccc(C(=O)OC)cc1`?
Insulin prom up: 0.09; ER stress rescue: -0.9%; PhoP inhibition: -3%; SV40 large T antigen: 20%; human PMI inhibition: 5%; West Nile virus CPE: -0.1%; human PMI inhibitors: 1%; TNAP activators: 0.9; RSV CPE inhibition: 1.0%; Insulin prom up cell count: 1392

How did COc1ccc(C2CC(O)(c3ccccc3)Oc3cc(OC)c(OC)c(OC)c32)cc1 (stereo not given) do in these assays?
Insulin prom up: 2.1; PhoP inhibition: -3%; SV40 large T antigen: 13%; West Nile virus CPE: 0.5%; RSV CPE inhibition: -2.4%; Insulin prom up cell count: 641

How did c1ccc(CCNc2ncnc3scc(C4COc5ccccc5O4)c23)cc1 (stereo not given) do in these assays?
ER stress rescue: -1.4%; PhoP inhibition: 12%; SV40 large T antigen: -8%; human PMI inhibition: 19%; West Nile virus CPE: inconclusive; human PMI inhibitors: 17%; TNAP activators: 1.1; RSV CPE inhibition: inconclusive

What do the screens show for `Cc1ccc(S(=O)(=O)N2CC(=NN=C(N)N)C2)cc1`?
PhoP inhibition: 6%; SV40 large T antigen: 3%; West Nile virus CPE: 0.1%; RSV CPE inhibition: 3.5%

How did Cc1ccc(S(=O)(=O)NCC(=O)Nc2cccc([N+](=O)[O-])c2)cc1 do in these assays?
Insulin prom up: -0.3; ER stress rescue: 0.1%; PhoP inhibition: 0%; SV40 large T antigen: 1%; human PMI inhibition: 1%; West Nile virus CPE: -0.5%; human PMI inhibitors: 1%; TNAP activators: 1; RSV CPE inhibition: -1.1%; Insulin prom up cell count: 1465

Results for CCC(C(=O)NC(C)(C)C)N(Cc1ccco1)C(=O)CNS(=O)(=O)c1ccc(OC)cc1 (stereo not given) ?
PhoP inhibition: 7%; SV40 large T antigen: -6%; West Nile virus CPE: -0.5%; RSV CPE inhibition: 0.3%

How did Cc1ccc(NC(=O)COC(=O)c2ccc(Cl)cc2)cc1S(=O)(=O)N(C)C do in these assays?
Insulin prom up: 0.65; ER stress rescue: -0.5%; PhoP inhibition: 4%; SV40 large T antigen: 3%; human PMI inhibition: -7%; West Nile virus CPE: 0.1%; human PMI inhibitors: -4%; TNAP activators: 1; RSV CPE inhibition: 4.3%; Insulin prom up cell count: 1163

What do the screens show for `COCC(C)NCc1cc(Br)ccc1OC` (stereo not given)?
Insulin prom up: -1.3; PhoP inhibition: 1%; SV40 large T antigen: 13%; human PMI inhibition: -18%; West Nile virus CPE: -0.1%; human PMI inhibitors: -20%; TNAP activators: 1; RSV CPE inhibition: 0.4%; Insulin prom up cell count: 915

How did Cc1cc(OCc2ccccc2)ccc1/C(O)=C1/C(=O)C(=O)N(Cc2cccnc2)C1c1ccncc1 (stereo not given) do in these assays?
Insulin prom up: 0.33; PhoP inhibition: -12%; SV40 large T antigen: 7%; West Nile virus CPE: 0.1%; RSV CPE inhibition: 1.0%; Insulin prom up cell count: 1408

Results for CCN(Cc1ccccc1)S(=O)(=O)c1c(C(=O)N2CCCC2)c(C)n(C)c1C ?
PhoP inhibition: 1%; SV40 large T antigen: -2%; West Nile virus CPE: -0.5%; RSV CPE inhibition: 0.1%

How did O=S(=O)(c1cc(Cl)ccc1Cl)n1ccnc1 do in these assays?
Insulin prom up: -0.27; ER stress rescue: 0.6%; PhoP inhibition: -10%; SV40 large T antigen: 6%; human PMI inhibition: -10%; West Nile virus CPE: 0.2%; human PMI inhibitors: -5%; TNAP activators: 1.1; Insulin prom up cell count: 1733

How did O=C(Nc1cccc([N+](=O)[O-])c1)c1ccc(CN2CCOCC2)cc1 do in these assays?
Insulin prom up: 0.82; ER stress rescue: -7.3%; PhoP inhibition: -8%; SV40 large T antigen: 15%; human PMI inhibition: -2%; West Nile virus CPE: -0.5%; human PMI inhibitors: -5%; TNAP activators: 1.1; RSV CPE inhibition: 4.0%; Insulin prom up cell count: 1275

Results for COc1ccc(CCNC(=O)CN(c2ccc(OC)c(OC)c2)S(C)(=O)=O)cc1 ?
Insulin prom up: -0.63; ER stress rescue: -0.4%; PhoP inhibition: -11%; SV40 large T antigen: 5%; human PMI inhibition: -5%; West Nile virus CPE: -0.4%; human PMI inhibitors: 8%; TNAP activators: 1; RSV CPE inhibition: 1.7%; Insulin prom up cell count: 1128

What do the screens show for `CCCCc1cc(=O)oc2cc(OCC(=O)NCc3ccccn3)ccc12`?
PhoP inhibition: -5%; SV40 large T antigen: 4%; West Nile virus CPE: -0.1%; RSV CPE inhibition: 5.7%

How did O=C(COc1ccc2ccccc2c1Br)N1CCN(c2ccccn2)CC1 do in these assays?
Insulin prom up: 0.84; ER stress rescue: -2.3%; PhoP inhibition: -8%; SV40 large T antigen: 13%; human PMI inhibition: 8%; West Nile virus CPE: -1.0%; human PMI inhibitors: 5%; TNAP activators: 1.1; RSV CPE inhibition: 6.7%; Insulin prom up cell count: 1256

Results for CCCN1CCC(=O)N([C@H](CO)Cc2ccccc2)CC1 ?
PhoP inhibition: 6%; SV40 large T antigen: 7%; West Nile virus CPE: -0.3%; RSV CPE inhibition: -0.5%

Results for OCCNc1nc(Nc2cccc(O)c2)nc2ccccc12 ?
Insulin prom up: 0.1; PhoP inhibition: -3%; SV40 large T antigen: 38%; West Nile virus CPE: -0.3%; RSV CPE inhibition: 10%; Insulin prom up cell count: 1067

Results for CC(Oc1ccc2ccccc2c1)C(=O)NNC(=O)Nc1ccccc1F (stereo not given) ?
PhoP inhibition: -2%; SV40 large T antigen: 11%; West Nile virus CPE: 0.0%; RSV CPE inhibition: 1.0%

What do the screens show for `O=C(NCc1ccccc1Cl)C1CCCN1S(=O)(=O)c1ccc(F)cc1` (stereo not given)?
PhoP inhibition: 6%; SV40 large T antigen: 11%; West Nile virus CPE: -1.2%; RSV CPE inhibition: 4.7%

What do the screens show for `COCCNC(=O)C(C)OC(=O)c1cc2sccc2n1C` (stereo not given)?
Insulin prom up: -0.52; ER stress rescue: -2.6%; PhoP inhibition: -8%; SV40 large T antigen: 6%; human PMI inhibition: 12%; West Nile virus CPE: -0.3%; human PMI inhibitors: 1%; TNAP activators: 1.1; RSV CPE inhibition: 0.1%; Insulin prom up cell count: 2038

Compound activity: PubChem BioAssay, several laboratories
